Screening data (PubChem)
APJ ag: agonists of human apelin receptor APJ, primary screen, CHO-K1 cells, PathHunter beta-arrestin, luminescence; P35414; 0% DMSO wells, 100% apelin; activation, % at 20 µM; 0.11% of 330,000 active; AID 2520, 2010;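 active means activation more than six SD over the plate average, tested at 20 µM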;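 further: 0% = DMSO alone and 100% = apelin-13 at 10 nM; some results filed as inactive read as strong as hits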
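Assay system: engineered CHO-K1 APJ arrestin reporter cells; Amount: 1000 CHO-K1 reporter cells seeded per well; Dosing: one dose, 20 µM compound, 1% DMSO; Times: compound stimulation 90 min at 25 °C, detection 60 min; Measured by: luminescent beta-gal fragment complementation, chemiluminescent substrate; Read-out: APJ–arrestin association signal; Controls: DMSO vs Apelin-13 10 nM.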
CXCR6 block: CXCR6 receptor inhibitors, primary screen, cell-based, beta-arrestin, luminescence, CHO-K1 PathHunter, 1536-well. C-X-C chemokine receptor type 6 (Homo sapiens), O00574. inhibition, % at 20 µM. 0.36% of 360,000 active. AID 602244, 2012; in the data active means inhibition above about 34%, passing the limit was not always enough;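 further: antagonist mode with CXCL16 agonist at 10 nM final; 0% = 10 nM CXCL16 with DMSO and 100% = unstimulated wells without agonist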
Gli-Sufu block: Gli-Sufu pathway antagonists, primary screen, luciferase luminescence, Sufu-KO-LIGHT cells, uHTS; Sufu-KO-LIGHT fibroblasts, Gli luciferase reporter luminescence; inhibition, % at 5 µM; 0.74% of 340,000 active;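 active means inhibition above about 55%, limit read from the data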;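 further: 0% = DMSO-treated cells and 100% = wells with medium but no cells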
EBI2 block: EBI2 receptor antagonists, beta-arrestin recruitment, primary screen, cell-based, luminescence, 7a,25-OHC stimulation, uHTS | 0.81% of 360,000 active | 7a,25-OHC stimulated | G-protein coupled receptor 183 (Homo sapiens), P32249 | inhibition, % at 5 µM; in the data active means inhibition above about 38%;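 further: enzyme fragment complementation signal reports receptor beta-arrestin coupling in cells; 0% = agonist plus DMSO wells and 100% = wells without agonist; some results beyond the cut were filed as inactive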
CCR6 antag: CCR6 receptor antagonists, primary screen, cell-based, CHO-K1, luminescence, beta-arrestin, uHTS; C-C chemokine receptor type 6 (Homo sapiens), P51684; CHO-K1 CCR6 PathHunter beta-arrestin, CCL20-stimulated; inhibition, % at 20 µM; 0.49% of 340,000 active; AID 493098, 2011;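 active means compounds whose inhibition of the agonist-driven luminescence signal at 20 µM reaches about 50%, limit read from the data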;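 further: cells stimulated with CCL20 at 14 nM final; plate controls were DMSO with CCL20 for no effect and DMSO without agonist for full effect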
Target sequence (P51684 whole entry, looked up): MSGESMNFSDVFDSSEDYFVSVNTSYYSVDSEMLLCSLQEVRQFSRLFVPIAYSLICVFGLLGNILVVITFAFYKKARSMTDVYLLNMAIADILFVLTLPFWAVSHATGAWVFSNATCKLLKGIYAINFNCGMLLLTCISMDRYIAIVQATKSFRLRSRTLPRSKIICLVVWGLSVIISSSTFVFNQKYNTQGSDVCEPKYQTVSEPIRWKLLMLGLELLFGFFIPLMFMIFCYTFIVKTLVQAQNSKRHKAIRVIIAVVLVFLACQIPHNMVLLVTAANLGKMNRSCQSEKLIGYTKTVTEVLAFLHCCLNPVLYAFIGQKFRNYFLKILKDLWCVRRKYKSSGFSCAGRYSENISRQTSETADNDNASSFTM
UBC13 inh: UBC13 polyubiquitin chain formation inhibitors, primary screen, biochemical, TR-FRET, uHTS; inhibition, % at 20 µM; 0.47% of 330,000 active; AID 485273, 2010; in the data active means inhibition above about 45%, passing the limit was not always enough
Target sequence (P61088 whole entry, looked up): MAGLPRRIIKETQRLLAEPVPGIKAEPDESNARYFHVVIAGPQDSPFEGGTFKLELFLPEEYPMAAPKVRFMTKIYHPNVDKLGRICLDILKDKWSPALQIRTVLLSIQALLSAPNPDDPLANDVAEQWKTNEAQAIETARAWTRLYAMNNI
ATG4B inh: ATG4B protease inhibitors, primary screen, biochemical, fluorescence, uHTS. 0.51% of 340,000 active. Cysteine protease ATG4B (Homo sapiens), Q9Y4P1. inhibition, % at 8.33 µM. ATG4B cleavage of LC3-PLA2, NBD-HPC fluorescence, 1 h; in the data active means inhibition above about 40%
Target sequence (Q9Y4P1 whole entry, looked up): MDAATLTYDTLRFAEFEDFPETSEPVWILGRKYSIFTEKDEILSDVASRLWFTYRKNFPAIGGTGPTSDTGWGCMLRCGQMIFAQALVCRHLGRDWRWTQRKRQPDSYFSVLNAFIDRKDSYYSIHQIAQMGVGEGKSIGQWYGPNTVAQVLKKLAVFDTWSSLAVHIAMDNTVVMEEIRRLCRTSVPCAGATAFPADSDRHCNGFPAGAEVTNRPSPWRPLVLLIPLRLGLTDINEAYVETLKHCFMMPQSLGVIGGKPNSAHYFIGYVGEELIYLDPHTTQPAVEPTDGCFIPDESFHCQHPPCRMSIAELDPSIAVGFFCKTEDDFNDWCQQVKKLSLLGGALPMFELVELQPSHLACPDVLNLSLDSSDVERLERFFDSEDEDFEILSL
APJ antagonist: antagonists of human apelin receptor APJ, primary screen, CHO-K1 cells, beta-arrestin complementation, luminescence | 0.32% of 330,000 active | inhibition, % at 20 µM | P35414;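 active means inhibition above about 40% at 20 µM, limit read from the data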;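 further: cells challenged with 10 nM apelin-13 agonist together with compound; plate controls were apelin-13 plus DMSO wells for no effect and DMSO wells lacking apelin-13 for full effect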
The depositor's hits bear a star; x = no result given. An unsorted share of the library; about 3% have a hit in one of these screens.

SMILES | APJ ag | CXCR6 block | Gli-Sufu block | EBI2 block | CCR6 antag | UBC13 inh | ATG4B inh | APJ antagonist
C=CCN1c2ccccc2[C@]23C[C@@H](C(=O)OC)N(C(=O)NCCC)C2=NC(C(=O)OC)=C(C(=O)OC)[C@H]13 | 3 | 4 | -6 | 0 | 10 | -18 | -12 | 7
BrC(/C=N/Nc1nc(N2CCOCC2)nc(N2CCOCC2)n1)=C/c1ccccc1 | -2 | 2 | -4 | 13 | 1 | -19 | -12 | 6
Cc1ccc(C(=O)CSC2=C(C#N)C(c3ccco3)C3=C(CC(C)(C)CC3=O)N2)cc1 (centres undefined) | -7 | 2 | 3 | 17 | 28 | -3 | -11 | 5
COc1ccc(C(CNC(=O)c2ccc(N3CCCC3=O)cc2)N(C)C)cc1 (centres undefined) | -1 | -1 | -9 | -7 | -11 | 4 | -16 | 8
CC(=O)N(CCCN1CCOCC1)Cc1ccncc1 | 0 | 1 | -8 | 5 | -9 | -3 | -2 | 0
Cc1ccc(S(=O)(=O)N2CCOCC2)cc1C(=O)c1nccn1C | -1 | -8 | -4 | -4 | -8 | -1 | -1 | 2
CC(=O)N1CC=CC1(CC(C)C)C(=O)NCCc1c[nH]c2ccccc12 (centres undefined) | 10 | 2 | 95* | -1 | 13 | 5 | 1 | 3
c1csc(-c2nc(N3CCOCC3)c3ccccc3n2)c1 | -1 | 8 | 10 | 8 | 16 | 4 | 2 | -1
Cc1c(C=O)c2ccccc2n1CCOc1ccccc1F | -1 | -3 | 34 | 8 | 16 | 20 | -12 | 8
COc1ccc(NC(=O)Cc2nnc(SCC(=O)NC3CCCCC3C)n2C)cc1 (centres undefined) | -3 | -7 | -18 | -4 | 0 | 6 | -4 | 4
CC(C)(C)[C@H]1C=C(C(=O)NC2CC2)O[C@@H](OCCCCO)C1 | 2 | -10 | 3 | 0 | -1 | -2 | 1 | 13
Cc1ccc(C(=O)NCCS(=O)(=O)N2CCN(c3ccccc3F)CC2)cc1[N+](=O)[O-] | -3 | -4 | 8 | -5 | 21 | -14 | 0 | 14
O=C(CSc1nnc(Cc2cc(=O)[nH]c(=O)[nH]2)n1-c1ccc(Cl)cc1)NCC1CCCO1 (centres undefined) | 2 | -3 | -7 | -3 | 5 | 5 | 13 | -6
CCCCCOc1ccc(C(=O)CCC(=O)N2CCCC2)cc1 | -4 | 0 | -15 | 2 | 15 | -1 | -7 | 8
CCN(CC)CCNC(=O)c1ccc(Cl)c(S(=O)(=O)Nc2ccccc2OC)c1 | -2 | -10 | 2 | -8 | -4 | 6 | 4 | -8
O=C(Nc1ccc(O)cc1)C1CCCO1 (centres undefined) | -4 | -2 | 4 | -11 | -18 | -1 | -6 | -26
CC(=O)c1n[nH]nc1Nc1nc(C)cc(C)n1 | -4 | 2 | 3 | -6 | 7 | 9 | 8 | -5
CC(=O)c1cc(-c2ccccc2)n(CC(=O)Nc2ccc(C)c(C)c2)c1C | -2 | -3 | 12 | -48 | 5 | 3 | 7 | 17
Cc1onc(-c2ccccc2Cl)c1C(=O)Nc1cccc(S(=O)(=O)NC2=NCCC2)c1 | 5 | 1 | 0 | -4 | 10 | -5 | 0 | -20
NNc1nc(Nc2ccc([N+](=O)[O-])cc2)nc(N2CCCCCC2)n1 | -3 | 10 | 0 | 16 | 33 | -10 | 1 | 21
CN(Cc1c(F)cccc1Cl)C(=O)c1cccc(S(=O)(=O)NCc2ccccc2)c1 | -4 | -2 | -2 | 13 | 18 | -1 | -10 | 9
CCn1c(NC(=O)c2ccc(C)cc2)c2ccccc2nc1=O | 3 | -6 | 14 | 1 | 4 | 6 | -5 | 4
Cc1ccc(S(=O)(=O)Oc2ccc(/C=N/NC(=O)c3cccnc3)cc2)cc1 | 4 | -15 | 2 | 3 | -2 | -3 | -11 | 9
Cn1c(C(=O)Nc2ccc3c(c2)OCO3)cc2sccc21 | 2 | -1 | -61 | 5 | 4 | -5 | 3 | -37
Cc1cc(C)c(S(=O)(=O)NCC2CCC(C(=O)NCCCN3CCOCC3)CC2)c(C)c1 (centres undefined) | x | 5 | 1 | -4 | 3 | x | -1 | x
CCCCNC(=O)COC(=O)c1c2c(nc3ccccc13)/C(=C/c1cccs1)CC2 | x | -10 | 23 | 4 | 0 | x | -6 | x
CCOc1ccccc1C=NN1CCCCCC1 | x | 2 | 3 | -15 | 20 | x | 5 | x
CC(C)c1nc(CNC(=O)C2CCC(=O)N(Cc3ccc(Cl)cc3)C2)no1 (centres undefined) | -1 | 4 | 0 | -1 | 2 | -5 | -9 | -22
CCCCC1(CC(=O)OC)C(=O)N(c2ccccc2)N(c2ccccc2)C1=O | -3 | 9 | 9 | -5 | 9 | 4 | 0 | 6
O=C1CC(/C=C/c2ccncc2)=Nc2ccccc2N1 | -2 | -5 | -1 | -6 | 12 | -4 | -5 | -24
c1cc(-c2nnc3n2CCC3)[nH]n1 | -4 | -1 | 2 | -16 | -6 | -7 | -1 | 17
Cc1ccccc1Nc1nc(N)nc(CN2CCN(c3ccccn3)CC2)n1 | -2 | -2 | -17 | 6 | -27 | -2 | 1 | -11
CC(C)(C)N(Cc1ccccc1)C(=O)COC(=O)c1ccc(S(=O)(=O)N2CCOCC2)cc1 | -2 | 4 | -3 | 2 | 9 | 4 | -9 | 2
O=C(COC(=O)c1ccc2c(=O)n3c(nc2c1)CCC3)Nc1ccccc1F | -2 | -1 | 39 | -3 | 2 | 0 | -15 | 1
O=C(COC(=O)CSCc1ccccc1)NCc1ccccc1 | -3 | -4 | -2 | 4 | 2 | 6 | -4 | 0
O=C(COc1ccc(Cl)cc1)N(Cc1ccccc1)c1nc(-c2ccccc2)cs1 | 0 | -4 | 8 | 13 | 12 | 6 | 0 | 19
N#CCSc1nc2cc(C(=O)N3CCC(C(N)=O)CC3)ccc2c2nc3ccccc3n12 | -3 | 2 | -28 | -3 | 13 | 8 | -3 | 3
CCC(C)NC(=O)CCC(=O)NNc1nc2ccccc2c2nc(C)nn12 (centres undefined) | 0 | 2 | 1 | -7 | 1 | 9 | -2 | -1
CNc1cccc2c1C(=O)c1ccccc1C2=O | x | 7 | -31 | -1 | 18 | x | 9 | x
CCOc1ccccc1C(=O)NCCCCNC(=O)c1ccccc1OCC | 0 | 4 | 3 | 9 | 15 | -4 | 2 | 25

Quoted at random: 4 compounds from above, in no set order.
SMILES | APJ ag | CXCR6 block | Gli-Sufu block | EBI2 block | CCR6 antag | UBC13 inh | ATG4B inh | APJ antagonist
Cc1ccccc1Nc1nc(N)nc(CN2CCN(c3ccccn3)CC2)n1 | -2 | -2 | -17 | 6 | -27 | -2 | 1 | -11
Cn1c(C(=O)Nc2ccc3c(c2)OCO3)cc2sccc21 | 2 | -1 | -61 | 5 | 4 | -5 | 3 | -37
Cc1cc(C)c(S(=O)(=O)NCC2CCC(C(=O)NCCCN3CCOCC3)CC2)c(C)c1 (centres undefined) | x | 5 | 1 | -4 | 3 | x | -1 | x
c1cc(-c2nnc3n2CCC3)[nH]n1 | -4 | -1 | 2 | -16 | -6 | -7 | -1 | 17

(list continues)
SMILES | APJ ag | CXCR6 block | Gli-Sufu block | EBI2 block | CCR6 antag | UBC13 inh | ATG4B inh | APJ antagonist
CCC(=O)Nc1cc(Cl)ccc1N1CCN(C(=O)CC)CC1 | -1 | 1 | -4 | 0 | 4 | -2 | -5 | -3
C/C(CC(=O)Nc1cccc(C(F)(F)F)c1)=N\NC(=O)C1CCCCC1 | -3 | -2 | 2 | -12 | 9 | 5 | -6 | 5
O=C(C1=C[C@@H](c2ccc(C(F)(F)F)cc2)C[C@@H](OCCCCO)O1)N1CCN(Cc2ccccc2)CC1 | -1 | 10 | 10 | 12 | 27 | 17 | -17 | -25
CC1CC(NC(=O)CCn2c(=O)oc3ccccc32)CC(C)(C)C1 (centres undefined) | -3 | 2 | 3 | 0 | 13 | 2 | -3 | -13
COc1ccc(N2CCN(C(=O)c3cccn4c(=O)c5ccccc5nc34)CC2)cc1 | 7 | -6 | -5 | -7 | 7 | -9 | -2 | -9
Cc1ccccc1N(C(=O)CNC(=O)c1ccco1)C(C(=O)NC1CCCCC1)c1cccnc1 (centres undefined) | 0 | -3 | 0 | 2 | 11 | -4 | 5 | 6
COc1cccc(CN(C)C(=O)Cc2c[nH]c3ccccc23)c1 | -4 | -7 | -42 | 51* | 4 | 8 | -8 | 9
O=C(C1CCCO1)N1CCN(C(=S)Nc2ccc(Cl)cc2Cl)CC1 (centres undefined) | 1 | -8 | 10 | 1 | 4 | -12 | -2 | 4
CCOc1ccc(NS(=O)(=O)c2ccc(C)c(C(N)=O)c2)cc1 | -1 | -7 | 30 | 5 | -15 | 14 | -7 | 8
CCn1c(SCc2ccccc2)nc2c(c1=O)SCC2 | -1 | -2 | 0 | -21 | 13 | -1 | 16 | 6
O=C(c1c[nH]c2ccccc12)N1CCN(Cc2ccccc2)CC1 | 2 | -5 | -6 | 2 | -3 | -12 | -31 | 9
CC(=O)c1c(C)n(-c2ccccc2)c2ccc(O)cc12 | -3 | 4 | -4 | 0 | 12 | 1 | -5 | 6
COc1cc2c(cc1OC)C1=C(C#N)CCC(=O)N1CC2 | 1 | 4 | -2 | -3 | 5 | -4 | -15 | 9
COc1ccc(C=NNc2ccc(S(=O)(=O)Nc3ccccc3C(=O)O)cc2[N+](=O)[O-])c(OC)c1 | -4 | 26 | -1 | 9 | 41 | -90 | 48* | 22
CC(C)c1nccn1S(=O)(=O)c1cc([N+](=O)[O-])ccc1Cl | 0 | 24 | -6 | -11 | -9 | 1 | -8 | -28
O=C(Nc1ccc(Cl)cc1)N(Cc1cccnc1)Cc1ccco1 | -5 | -7 | 8 | -15 | 2 | 5 | -4 | -17

Compounds shown so far that contain a cyano group, in the order listed:
SMILES | APJ ag | CXCR6 block | Gli-Sufu block | EBI2 block | CCR6 antag | UBC13 inh | ATG4B inh | APJ antagonist
Cc1ccc(C(=O)CSC2=C(C#N)C(c3ccco3)C3=C(CC(C)(C)CC3=O)N2)cc1 (centres undefined) | -7 | 2 | 3 | 17 | 28 | -3 | -11 | 5
N#CCSc1nc2cc(C(=O)N3CCC(C(N)=O)CC3)ccc2c2nc3ccccc3n12 | -3 | 2 | -28 | -3 | 13 | 8 | -3 | 3
COc1cc2c(cc1OC)C1=C(C#N)CCC(=O)N1CC2 | 1 | 4 | -2 | -3 | 5 | -4 | -15 | 9

Compound profiles (already shown). Order of screens: APJ ag | CXCR6 block | Gli-Sufu block | EBI2 block | CCR6 antag | UBC13 inh | ATG4B inh | APJ antagonist
C/C(CC(=O)Nc1cccc(C(F)(F)F)c1)=N\NC(=O)C1CCCCC1 is listed as -3 | -2 | 2 | -12 | 9 | 5 | -6 | 5
CCOc1ccc(NS(=O)(=O)c2ccc(C)c(C(N)=O)c2)cc1 is listed as -1 | -7 | 30 | 5 | -15 | 14 | -7 | 8
